Source: PubChem BioAssay (National Center for Advancing Translational Sciences (NCATS))
uPA surface inh: qHTS for Inhibitors of Cell Surface uPA Generation | cell surface uPA generation assay, qHTS | Potency, µM (highest dose often 38.3 µM), for inactives: top-dose activity change, negative = inhibition, hits mostly inhibitors | 0.31% of 330,000 active; active means well fitted inhibition curve with a large enough effect; inconclusive means small, poorly fitted or top-dose-only effect; inactive means no such curve, though single readings can be large or run the other way; tested in mouse RAW 264.7 cells; further: potency means the concentration at half of the fitted maximal effect; on the % scale 0 is the no-effect control and ±100 the full control effect; nearly all actives have a fitted effect of over 55% in size
Chronic BCR inh: qHTS Assay to Find Inhibitors of Chronic Active B-Cell Receptor Signaling. ABC-DLBCL IkBa-CBG/CBR reporter, luminescence ratio, 4 h. Potency, µM (series often up to 46.1 µM), without a hit: at the top dose ratio change, negative = lower green/red ratio, most hits filed as inhibitors. 0.05% of 340,000 active. AID 493014, 2011; active means well fitted inhibition curve with a large enough effect in the signal ratio, with a control signal flat, not every such curve was filed as active; inconclusive means small, poorly fitted or top-dose-only effect, or effect the other way, or a change in a side signal; the % refers to the signal ratio;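 further: potency means the concentration at half of the fitted maximal effect; plate controls were basal doxycycline-induced cells for no effect and cells given 10 µM MG132 for full effect; MG132 reads +100%, hits lower the ratio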
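Cell line TMD8 (human ABC DLBCL), stably expressing tet-inducible CBG68-IkBa fusion and CBR; IMDM/0.5% FBS; cpd up to 46 uM; dox induction, 4 h, 37C/5% CO2; dual luminescence; green/red ratio; MG132 control.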
Tb PFK inh: qHTS Assay to Find Inhibitors of T. brucei phosphofructokinase; ATP-dependent 6-phosphofructokinase (Trypanosoma brucei brucei), O15648; T. brucei PFK, ADP-Glo luminescence; Potency, µM (series often up to 57.5 µM), without a hit: at the top dose activity, negative = inhibition, most hits filed as inhibitors; 0.17% of 330,000 active;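 further: potency means the concentration at half of the fitted maximal effect; 0% = uninhibited 1x PFK enzyme wells and -100% = no-enzyme wells; nearly all actives have a fitted effect of over 60% in size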
Target sequence (O15648 whole entry, looked up): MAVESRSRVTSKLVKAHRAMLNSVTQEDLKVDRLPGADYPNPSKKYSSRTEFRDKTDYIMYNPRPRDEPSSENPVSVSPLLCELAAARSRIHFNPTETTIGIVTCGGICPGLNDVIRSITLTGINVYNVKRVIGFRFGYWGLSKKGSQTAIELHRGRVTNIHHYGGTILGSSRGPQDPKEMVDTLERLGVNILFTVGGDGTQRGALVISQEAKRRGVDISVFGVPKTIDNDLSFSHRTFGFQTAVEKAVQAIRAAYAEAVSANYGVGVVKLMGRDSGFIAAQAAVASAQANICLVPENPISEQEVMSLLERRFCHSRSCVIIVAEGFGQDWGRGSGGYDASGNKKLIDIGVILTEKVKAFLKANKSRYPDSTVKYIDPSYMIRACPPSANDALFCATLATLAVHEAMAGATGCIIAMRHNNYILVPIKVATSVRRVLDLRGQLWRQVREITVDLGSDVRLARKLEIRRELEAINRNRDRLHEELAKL
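Activity is normalized to no-enzyme wells (full inhibition) and 1.25 nM enzyme wells (no inhibition). Reaction: 0.5 mM F6P, 0.1 mM ATP, 45 min RT, ADP-Glo luminescence; concentration-response curves fitted and classed by quality.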
USP2a block: qHTS Assay for Inhibitors of Ubiquitin-specific Protease USP2a Using CHOP2 as the Reporter; Ubiquitin carboxyl-terminal hydrolase 2 (Homo sapiens), O75604; USP2 core, Ub-CHOP2 coupled fluorogenic reporter, 485/531; AID 463254, 2010; Potency, µM (highest dose often 38.3 µM), for inactives: at the top dose activity change, negative = inhibition, hits mostly inhibitors; 0.01% of 330,000 active;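 further: potency means the concentration at half of the fitted maximal effect; plate controls were DMSO wells for no effect and full inhibition by NEM control for full effect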
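Cell-free coupled assay: 10nM USP2 core preincubated 30min RT with compound in Tris-HCl pH 8.0/CaCl2/CHAPS buffer, then 25nM Ub-CHOP2 and 25nM reporter substrate; fluorescence (Ex 485/Em 531) read after 60min RT, normalized to NEM inhibition, concentration-response curves fitted.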
B2AR arrestin: qHTS assay of beta-arrestin-biased ligands of beta2-adrenergic receptor; Beta-2 adrenergic receptor (Homo sapiens), P07550; beta-arrestin recruitment to beta2AR, cell-based reporter; Potency, µM (highest dose often 46.1 µM), for the others: top-dose activation, usual class: activators; 0.02% of 330,000 active;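 further: potency means the concentration at half of the fitted maximal effect; 0% = DMSO controls and full agonism = EC100 isoproterenol or metaproterenol; nearly all actives have a fitted effect of over 65% in size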
Target sequence (P07550 whole entry, looked up): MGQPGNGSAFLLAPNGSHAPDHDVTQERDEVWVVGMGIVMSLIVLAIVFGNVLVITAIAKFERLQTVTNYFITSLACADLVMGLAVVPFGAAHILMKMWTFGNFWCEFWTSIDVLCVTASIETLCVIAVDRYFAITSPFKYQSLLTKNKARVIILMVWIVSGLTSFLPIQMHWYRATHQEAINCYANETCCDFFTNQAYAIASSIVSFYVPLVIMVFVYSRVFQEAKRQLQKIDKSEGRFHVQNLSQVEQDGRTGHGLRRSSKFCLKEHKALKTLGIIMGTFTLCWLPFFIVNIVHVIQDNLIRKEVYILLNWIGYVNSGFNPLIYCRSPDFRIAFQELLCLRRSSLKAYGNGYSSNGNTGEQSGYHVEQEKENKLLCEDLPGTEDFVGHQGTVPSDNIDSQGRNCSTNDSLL
TSHR antagonist: Antagonists of the Thyroid Stimulating Hormone Receptor: HTS campaign. TSHR-expressing cells, TSH-stimulated cAMP HTRF, 2 h; stronger effect = lower value. 0.2% of 330,000 active. AID 504810, 2011. activity change, negative = inhibition, % at 11.5 µM;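 active means activity change below a set negative limit, meaning inhibition stronger than a set level, cut at about -70% in these data; inconclusive means activity change between two set negative limits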; further: on the % scale 0 is the no-effect control and ±100 the full control effect
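TSHR-expressing cells were treated with compounds, then stimulated with TSH at EC80 (4nM final) for 2 hours at 37 deg C. Cellular cAMP was measured by HTRF competition between lysate cAMP and cAMP-d2 for a cryptate-labelled anti-cAMP antibody.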
TCR act: Activators of T cell receptors: qHTS campaign; primary human leukocytes, anti-CD3, IL-2 HTRF, 48 h; Potency, µM (doses to about 9.22 µM), for inactives: at the top dose activation of IL-2 secretion, hits mostly activators; 330,000 tested, under 10 active; further: % of control where 0% means no effect
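Readout: HTRF IL-2, Eu-cryptate/d2 antibody pair, 320nm excitation, 665nm emission. Stimulus: a-CD3 beads, no co-stimulation. Cells: primary human leukocytes. Exposure: 48 hr with compound.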
ELG1 DNA repair: qHTS screen for small molecules that inhibit ELG1-dependent DNA repair in human embryonic kidney (HEK293T) cells expressing luciferase-tagged ELG1; HEK293T ELG1-luciferase reporter, luminescence, 16 h; DNA damage induced by 5-fluorouridine; Potency, µM (top dose mostly 46.1 µM), without a hit: at the top dose activity change, negative = inhibition, usual class: inhibitors; 2.3% of 330,000 active; further: potency means the concentration at half of the fitted maximal effect; on the % scale 0 is the no-effect control and ±100 the full control effect; nearly all actives have a fitted effect of over 55% in size
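Cells (2,000 per well) received 5-fluorouridine plus test compound or DMSO and were incubated 16 hr at 37 °C, 5% CO2. Luciferase activity was read by luminescence 30 min after ONE-Glo addition; signal suppression marked inhibition of damage-induced ELG1 function.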
Mito fusion act: qHTS Assay for Small Molecule Inhibitors of Mitochondrial Division or Activators of Mitochondrial Fusion; 0.23% of 320,000 active; AID 485298, 2010; S. cerevisiae fusion-defective mutant growth rescue, CellTiterGlo 48 h; Potency, µM (series often up to 46.1 µM), without a hit: at the highest dose growth rescue (activation), actives largely listed as activators;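 further: potency means the concentration at half of the fitted maximal effect; % of control where 0% means no effect; nearly all actives have a fitted effect of over 45% in size; temperature-sensitive fusion mutants such as fzo1-1 at 37 °C on non-fermentable ethanol glycerol medium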
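Compounds are tested for their ability to restore growth of mitochondrial fusion-defective yeast strains at non-permissive 37C in YPEG medium over 48 hours. Viability is quantified by luciferase luminescence.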
PTAP TSG101 blk: qHTS Assay for Iinhibitors of HIV-1 Budding by Blocking the Interaction of PTAP/TSG101 | Fluorescence polarization, FITC-PTAP peptide / Tsg101 binding | Potency, µM (series often up to 115 µM), inactives show top-dose activity change, negative = inhibition, most hits filed as inhibitors | 340,000 tested, under 10 active; active means well fitted inhibition curve with a large enough effect in the main read-out, with a control signal flat, not every such curve was filed as active; inconclusive means small, poorly fitted or top-dose-only effect, or effect the other way, or a change in a side signal; inactive means no such curve, though single readings can be large or run the other way; further: potency means the concentration at half of the fitted maximal effect; % of control where 0% means no effect
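Compounds were pin-transferred onto Tsg101 binding domain (10 uM final) in HEPES pH 7.5 buffer, then FITC-PTAP peptide was added at 50 nM final. After 20 min at RT, polarization reported peptide displacement across a qHTS concentration series.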
Eya2 phos inh: qHTS Assay for Inhibitors of the Phosphatase Activity of Eya2 | AID 488837, 2010 | Protein phosphatase EYA2 (Homo sapiens), O00167 | 0.006% of 330,000 active | Potency, µM (series often up to 76.9 µM), without a hit: at the top dose activity, negative = inhibition, actives largely listed as inhibitors | recombinant Eya2, OMFP fluorescence dephosphorylation (OMFP is methylfluorescein phosphate); further: potency means the concentration at half of the fitted maximal effect; on the % scale 0 is the no-effect control and ±100 the full control effect
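Eya2 protein (added as 0.2 uM solution) was preincubated with compound for 10 min at ambient temperature in 50 mM HEPES pH 7.5, 50 mM NaCl, 5 uM MgCl2, 0.05% BSA, 1 mM DTT. OMFP (added at 50 uM) then reacted 10 min; fluorescence read at 485/525 nm.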
Active calls of the source: *; ? = inconclusive; . = not tested or not shown; [ ] = remark or other dose. Unless noted, the call rests on the fitted dose curve; in most records, active means well fitted curve in the direction sought with a large enough effect; inconclusive means small, poorly fitted or top-dose-only effect, or another doubt; inactive means no such curve, though single readings can be large; an effect the other way counts as inactive or inconclusive. This is a random part of the collection; any-hit rate near 3%.

A first look:
molecule	uPA surface inh	Chronic BCR inh	Tb PFK inh	USP2a block	B2AR arrestin	TSHR antagonist	TCR act	ELG1 DNA repair	Mito fusion act	PTAP TSG101 blk	Eya2 phos inh
O=C(/C=C/c1ccc([N+](=O)[O-])cc1)OCC(=O)N1CCCCCC1	0%	?	12%	0%	-0.2%	-6	1%[46.1 µM]	-5%	.	2%	-5%
CCCCCCCOC(=O)C1=C(C)Nc2ncnn2C1c1cccs1 (stereo unspecified)	2%	5%	2%	-1%	0.2%	-45	5%	?	14%	-3%	-21%

Main list (from the top)
molecule	uPA surface inh	Chronic BCR inh	Tb PFK inh	USP2a block	B2AR arrestin	TSHR antagonist	TCR act	ELG1 DNA repair	Mito fusion act	PTAP TSG101 blk	Eya2 phos inh
O=C(/C=C/c1ccc([N+](=O)[O-])cc1)OCC(=O)N1CCCCCC1	0%	?	12%	0%	-0.2%	-6	1%[46.1 µM]	-5%	.	2%	-5%
CCCCCCCOC(=O)C1=C(C)Nc2ncnn2C1c1cccs1 (stereo unspecified)	2%	5%	2%	-1%	0.2%	-45	5%	?	14%	-3%	-21%
Cc1cc(N2CCOCC2)nc(N)n1	-15%	8%	2%	0%	-0.2%	-7	-14%	0%	0%	2%	2%
CCOc1ccc(NC(=S)N(CCc2c(C)[nH]c3ccccc23)Cc2ccco2)cc1	-8%	-6%	0%	-1%	-0.9%	-1	-1%	?	9%	6%	-7%
CC(C)CC(=O)Nc1ccc(C(=O)NNC(=O)C(c2ccccc2)c2ccccc2)cc1	5%	?	-2%	0%	-0.9%	7	.	-11%	-1%	-2%	-4%
CC(C)Cc1cc(C(=O)O)n[nH]1	4%	?	21%	-1%	0.3%	8	1%	10%	-2%	-3%	35%
CCN1CCC(NC(=O)Nc2ccc(F)cc2F)CC1	-3%	?	-9%	1%	-0.3%	10	5%	4%	1%	-7%	6%
COc1cc(C(c2oc(CO)cc(=O)c2O)c2oc(CO)cc(=O)c2O)cc(OC)c1OC	10%	6%	-7%	1%	0.2%	10	1%	8%	-7%	-3%	7%
COC(=O)c1ccc(Cn2cc(Cl)cn2)cc1	3%	?	-17%	1%	0.8%	-1	-2%	15%	1%	-2%	8%
CCOC(=O)Cc1csc(NC(=S)NC(=O)c2cc(OC)cc(OC)c2)n1	-2%	?	4%	-5%	0.0%	-17	0%	?	0%	-3%	4%
COc1ccc(/C=N/NC(=O)c2cccc(NC(C)=O)c2)c(C(=O)O)c1OC	0%	?	2%	0%	-0.2%	-14	-3%	18%	-4%	-2%	-9%
Cc1nn2c(C)c(C(=O)Nc3ccccc3)cnc2c1C#N	9%	29%	0%	3%	-0.1%	-10	.	?	-1%	-4%	-11%
CCOC(=O)CC1C(=O)NCCN1S(=O)(=O)c1ccccc1 (stereo unspecified)	0%	5%	1%	-1%	-1.0%	-4	-25%	-3%	0%	-1%	7%
O=C(O)CCC(=O)Nc1ccccc1C(=O)NC1CCCCC1	-7%	?	-7%	2%	0.1%	-1	0%	0%	-1%	1%	13%
COc1ccc(NC(=O)c2c(C)nn(Cc3ccccc3)c2Cl)cc1S(=O)(=O)N1CCOCC1	-17%	-5%	3%	-3%	0.0%	2	7%	?	-7%	-4%	-11%
Cc1cc2c(cc1S(=O)(=O)N1CCN(c3ccccc3F)CC1)OCC(=O)N2	-1%	1%	-8%	1%	-0.6%	-10	-2%	2%	1%	0%	-2%
Cc1cc(Nc2ccccc2)n(CCC#N)n1	9%	0%	16%	2%	0.6%	16	0%	0%	-1%	-4%	1%
CC1(C)Cc2c(sc3nc4n(-c5ccccc5)cnn4c(=O)c23)CO1	-1%	1%	2%	3%	0.6%	1	0%	-4%	0%	-1%	7%
O=C(CCSc1nc(-c2ccco2)cc(C(F)(F)F)n1)N1CCN(c2ccccc2)CC1	21%	18%	-5%	-2%	-0.3%	2	2%	-9%	6%	1%	-23%
COc1cc(CN2CCC(n3nccc3NC(=O)CCCc3ccccc3)CC2)ccc1O	-3%	-9%	3%	-1%	0.1%	-2	2%	-12%	-5%	0%	-1%
CCOCCCNC(=O)C(Cc1ccccc1)NS(=O)(=O)c1ccc2c(c1)c(=O)n(C)c(=O)n2C (stereo unspecified)	-1%	6%	11%	2%	0.1%	7	8%	9%	9%	6%	-3%
O=C(Cc1coc(-c2ccc(F)cc2)n1)NC1CCCCC1	4%	-8%	0%	1%	0.0%	-6	2%	4%	-7%	-2%	3%
N#C/C(=C\c1cccnc1)c1nc2ccccc2[nH]1	-8%	?	-2%	12%	-0.4%	-12	3%	?	-6%	2%	-24%
COc1ccc(C(=O)CN(Cc2ccccc2)C2=NCCS2)cc1	-4%	-6%	7%	3%	0.1%	-3	-3%[46.1 µM]	6%	-5%	-1%	4%
CC[C@@H]1C=C(C(=O)O)[C@H](c2ccc(Cl)cc2)N1S(=O)(=O)c1ccc(C)cc1	12%	0%	0%	1%	-0.3%	2	-2%	-7%	.	-1%	-7%
Cc1ccc2c(c1)-n1c(nc3ccc(C)cc3c1=O)C(Cc1ccc(O)cc1)NC2=O (stereo unspecified)	.	?	4%	1%	0.2%	-4	.	0%	.	.	?
OC1CCN(Cc2cccc3ccccc23)CC1	3%	8%	-1%	-1%	-0.7%	3	8%	-5%	-2%	-4%	0%
Nc1nc(CCOc2ccc(F)cc2)cs1	0%	5%	-6%	11%	-0.2%	-4	-6%	?	8%	-1%	-9%
C[n+]1nc(Nc2ccccc2)sc1-c1ccc(O)cc1	-1%	8%	-1%	2%	0.5%	-5	1%	7%	4%	0%	-4%
CC(CC(=O)Nc1ccc(-c2ccno2)cc1)n1cccn1 (stereo unspecified)	-4%	8%	-3%	0%	0.2%	-11	2%	8%	-4%	-1%	-16%
COCCN1C(=O)N[C@H](c2cccc(C(F)(F)F)c2)C(C(=O)OC)=C1C	.	-5%	-10%	0%	-0.9%	1	.	10%	4%	.	-3%
O=C(Nc1cccc(-c2ccc(N3CCOCC3)nn2)c1)c1ccccc1Cl	-13%	7%	0%	9%	-0.3%	-7	0%	?	8%	-1%	12%
N#Cc1cccc(NC(=O)CC2CCCC2)c1	3%	8%	-2%	2%	0.4%	-23	-1%	25%	17%	1%	-14%
CCOC(=O)CNC(=O)CSc1nc2cccnc2n1C1CCCCC1	-3%	-5%	0%	0%	-0.1%	0	3%	5%	-3%	1%	3%
